Screening data as filed in PubChem BioAssay.
PLCg1 inh: PLC-gamma1 enzyme inhibitors, primary screen, biochemical, fluorescence, purified enzyme | 1-phosphatidylinositol 4,5-bisphosphate phosphodiesterase gamma-1 (Homo sapiens), P19174 | fluorogenic substrate | inhibition, % at 12.2 µM | hit rate 0.84% among 370,000 | AID 720700, 2013; in the data active means inhibition above about 9.5%
HGIII-sPLA2 inh: human group III sPLA2 inhibitors, primary screen, biochemical, QFRET, BODIPY PC-A2 liposome substrate; Group 3 secretory phospholipase A2 (Homo sapiens), Q9NZ20; QFRET BODIPY PC-A2 liposome hydrolysis, fluorescence; inhibition, % at 12.2 µM; hit rate 0.56% among 370,000; AID 743126, 2013;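 active means inhibition above mean plus 3 SD of compounds lying within the high and low control bounds, cut at about 19% in these data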;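 further: 0% = median of test compound wells and 100% = no enzyme DMSO wells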
Target sequence (Q9NZ20 whole entry, looked up): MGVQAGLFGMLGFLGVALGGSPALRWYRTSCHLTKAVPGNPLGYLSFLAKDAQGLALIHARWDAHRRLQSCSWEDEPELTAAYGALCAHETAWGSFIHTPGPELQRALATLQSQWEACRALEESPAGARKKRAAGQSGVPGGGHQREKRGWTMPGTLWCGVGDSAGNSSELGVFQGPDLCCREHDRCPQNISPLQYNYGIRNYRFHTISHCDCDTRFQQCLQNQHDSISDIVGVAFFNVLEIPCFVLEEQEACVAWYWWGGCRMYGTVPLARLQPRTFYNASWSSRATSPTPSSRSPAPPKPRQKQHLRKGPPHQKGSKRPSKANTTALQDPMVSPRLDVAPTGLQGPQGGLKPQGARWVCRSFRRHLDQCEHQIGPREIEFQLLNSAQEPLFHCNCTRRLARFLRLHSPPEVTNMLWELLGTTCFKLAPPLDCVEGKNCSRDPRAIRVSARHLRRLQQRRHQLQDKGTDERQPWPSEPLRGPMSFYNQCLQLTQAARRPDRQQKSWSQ
DAX1 inh-1: DAX1 (NR0B1) inhibitors, primary screen, cell-based, HEK293, Gal4-DAX1, luciferase luminescence; HEK293 Gal4-DAX1 luciferase reporter; inhibition, % at 6.75 µM; hit rate 0.99% among 340,000; AID 504766, 2011;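 active means inhibition above the mean over all tested compounds plus 3 SD, cut at about 4.2% in these data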;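 further: 0% = DAX1-transfected cells with DMSO and 100% = empty-vector control cells with DMSO; inhibition shows as a rise in luminescence from relieved DAX1 repression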
Target sequence (P51843 207-470 limits assumed): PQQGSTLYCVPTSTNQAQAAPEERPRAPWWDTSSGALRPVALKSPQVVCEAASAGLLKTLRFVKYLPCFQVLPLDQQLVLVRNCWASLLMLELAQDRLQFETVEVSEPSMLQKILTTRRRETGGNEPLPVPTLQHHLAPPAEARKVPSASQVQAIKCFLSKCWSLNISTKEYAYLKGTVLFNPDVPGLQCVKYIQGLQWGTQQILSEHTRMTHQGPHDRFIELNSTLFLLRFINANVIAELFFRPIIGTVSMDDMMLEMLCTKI
hgDAF-12 ag: H. glycines DAF-12 receptor agonists, primary screen, cell-based, luminescence, HEK293, GAL4 fusion, UAS-luciferase; AID 687014, 2013; hit rate 1.8% among 370,000; HEK293 GAL4-hgDAF12 UAS-luciferase reporter, agonist luminescence; normalized to butyrate control; activation, % at 6.8 µM; Nuclear hormone receptor DAF-12 (Heterodera glycines), GAL4 fusion;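 active means activation above a cutoff set at the mean of all screened compounds plus 3 SD, cut at about 10% in these data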;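 further: 0% = DMSO wells and 100% = sodium butyrate wells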
DAX1 inh-2: DAX1 (NR0B1) inhibitors on StAR promoter, primary screen, cell-based, luminescence, SF-1 (NR5A1), full-length DAX-1. hit rate 1.1% among 370,000. HEK293T StAR-luciferase reporter, SF-1/DAX-1 repression relief. AID 652010, 2013. inhibition, % at 6.8 µM;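 active means inhibition above the mean over all tested compounds plus 3 SD, cut at about 3.6% in these data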;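 further: 0% = DAX-1 cells with DMSO and 100% = cells lacking DAX-1 with DMSO; higher inhibition means more luminescence from relief of DAX-1 repression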
ADAM17 inh: ADAM17 inhibitors, primary screen, biochemical, QFRET; Disintegrin and metalloproteinase domain-containing protein 17 (Homo sapiens), P78536; recombinant ADAM17, EDANS/DABCYL FRET peptide cleavage; inhibition, % at 6.95 µM; hit rate 0.83% among 370,000;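 active means inhibition above the mean of compounds lying between control limits plus 3 SD, set per campaign, cut at about 8.5% in these data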;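 further: 0% = DMSO-only wells as the low control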
ssDAF-12 act: S. stercoralis DAF-12 nuclear receptor activators, primary screen, cell-based, luminescence, HEK293, GRIP1 co-expression, lit1-tk-luc; Nuclear hormone receptor DAF-12 (Strongyloides stercoralis); HEK293 ssDAF-12/GRIP1 lit1-tk-luc reporter; % of 3 µM dafachronic acid response; activation, % at 6.8 µM; hit rate 1% among 370,000; AID 652126, 2013;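 active means activation above the mean over all tested compounds plus 3 SD, cut at about 0.9% in these data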;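 further: 0% = DMSO-only wells and 100% = 3 µM delta7-dafachronic acid wells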
GAA850 FXN act: FXN promoter activators, primary screen, cell-based, luciferase luminescence, HEK293 lucGAA850; HEK293 lucGAA850 FXN promoter luciferase reporter, 24 h; percent of 10 µM SAHA response; activation, % at 6 µM; hit rate 0.56% among 360,000; AID 540364, 2011;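 active means activation above the average of all compounds screened plus 3 SD, cutoff fixed separately per campaign, cut at about 7.5% in these data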;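 further: 0% = DMSO wells and 100% = 10 µM SAHA wells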
ADAM10 inh: human ADAM10 inhibitors, primary screen, biochemical, QFRET, HTS; recombinant ADAM10, EDANS/DABCYL FRET peptide cleavage, 3 h; hit rate 0.62% among 370,000; Disintegrin and metalloproteinase domain-containing protein 10 (Homo sapiens), O14672; inhibition, % at 7 µM;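 active means inhibition above a per-campaign cutoff equal to the mean of compounds falling between control-based bounds plus 3 SD, cut at about 20% in these data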;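 further: 0% = DMSO wells while the 100% control is not disclosed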
PLC-beta3 inh: human PLC-beta3 inhibitors, primary screen, biochemical, fluorescence; Purified PLC-beta3, fluorogenic substrate; inhibition, % at 12.2 µM; hit rate 0.18% among 370,000; AID 720704, 2013; in the data active means inhibition above about 11%;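 further: 0% = median of compound wells on plate and 100% = full blocker control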
hcDAF-12 act: H. contortus DAF-12 nuclear receptor activators, primary screen, cell-based, luminescence, HEK293, lit1-tk-luc reporter; HEK293 hcDAF-12 lit1-tk-luc reporter; 0% DMSO, 100% Δ7-dafachronic acid; activation, % at 6.8 µM; hit rate 1.4% among 370,000;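 active means activation above the mean of all tested compounds plus 3 SD, cut at about 5.5% in these data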;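 further: 100% = response to 3 µM Δ7-dafachronic acid high control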
* hit, by the source's call; i = inactive; / = not tested or not shown; & = joins results of further samples. Rows are unselected; any-hit rate near 6.9%.

SMILES	PLCg1 inh	HGIII-sPLA2 inh	DAX1 inh-1	hgDAF-12 ag	DAX1 inh-2	ADAM17 inh	ssDAF-12 act	GAA850 FXN act	ADAM10 inh	PLC-beta3 inh	hcDAF-12 act
CC1=C(C(=O)N2CCOCC2)CC(CC(=O)NCC2CCCCC2)C(=O)N1Cc1ccccc1 (stereo unspecified)	2	6	0.0	0.2	-0.9	0	-0.4	-2.1	6	2	0.9
CN1CCCN(S(=O)(=O)c2cccc(Cl)c2Cl)CC1	1	7	-1.4	0.6	0.7	-3	-0.8	6.8	-10	2	0.5
CCn1cc(CN2CCCC(C(=O)Nc3cccc(-c4cc5ccccc5[nH]4)c3)C2)c(C)n1 (stereo unspecified)	-3	-19	0.0	-0.3	-0.5	-1	-0.7	-0.2	-13	-10	-0.4
C/C(CCc1oc2ccccc2c1-c1ccc(C)o1)=N/O	-1	-35	-0.2	1.0	-0.7	-4	-0.5	3.1	1	-4	0.5
CNC(=O)c1ccccc1NC(=O)C1CC(=O)N(C(C)C)C1 (stereo unspecified)	0	-2	0.2	-1.1	-0.2	1	-0.5	2.0	1	-3	-1.6
Cc1c(N=Cc2cc(Br)cc(Br)c2O)cccc1C(=O)O	-3	0	0.3	-2.1	0.0	0	-0.8	1.5	4	-8	-0.5
COc1cc(NC(=O)COc2ccccc2Cl)ccc1NC(=O)C(C)C	-2	0	0.6	4.3	1.2	-4	-1.7	1.1	-12	-8	-2.0
CCCCN1C2=C(C(=O)CCC2)C(c2ccc(Cl)c(Cl)c2)C2=C1c1ccccc1C2=O (stereo unspecified)	-22	2	0.3	-2.4	-0.1	-2	-1.0	0.2	0	-27	-1.3
COc1cc2c(cc1OC)CN(C(=O)Nc1ccccc1)CC2	-20	-3	0.3	-1.5	-0.4	-7	-1.9	-1.0	-6	-27	-3.2
O=C(NCc1cccnc1)c1cc(C2CCCCN2C(=O)CCc2ccccc2)on1 (stereo unspecified)	13*	9	/	-0.6	0.4	1	-1.3	-3.3	1	10	-1.7
COc1ccc(-c2cn3cccnc3n2)cc1F	i	13	-0.1	8.5	1.0	i	-1.3	4.6	i	i	1.7
COc1ccc(C2(CN(C(C)=O)C(C)=O)CCCC2)cc1OC	1	7	2.3	1.5	-0.5	0	-1.3	1.9	-1	4	-0.9
COc1ccc(CCNC(=O)c2nnn(CC(=O)Nc3ccccc3)c2N)cc1OC	0	-10	-1.1	2.8	-0.5	0	-1.0	-0.4	0	2	-1.4
CCNC(=O)C1(C)CCN(C(=O)c2ccccc2OC)C1 (stereo unspecified)	1	3	/	-1.8	0.2	-2	-1.0	1.5	-14	2	0.1
COc1ccccc1NC(=O)CN1CCN(CC(=O)Nc2cc(C)ccc2OC)CC1	1	2	-1.0	0.6	-0.2	-5	-1.4	-0.6	-3	1	-1.4
CC1CN(S(=O)(=O)c2cccc(C(=O)OCC(=O)Nc3ccc4c(c3)OCO4)c2)CC(C)O1 (stereo unspecified)	2	-6	-0.7	3.3	-2.2	0	-0.8	-2.4	9	0	-1.7
COc1ccccc1NS(=O)(=O)c1cc(NC(=O)c2ccncc2)ccc1N1CCCC1	3	-24	-2.1	-2.2	-1.2	1	-2.2	0.2	4	-8	-0.7
COc1ccc(CCNC(=O)Nc2nc(CN)cs2)cc1OC	1	2	/	-1.2	0.1	0	-1.5	-0.8	-2	-2	-0.9
CC1(C)CCCN(C(=O)c2coc(=O)c(Br)c2)C1	-171	3	-0.5	-0.7	-0.3	-234	-0.6	-2.5	i	-210	-1.8
CCn1c(Cc2cccs2)nnc1SCC(=O)Nc1ccc(OC)c(OC)c1	6	1	-0.1	0.4	-0.9	0	-1.2	-0.8	0	0	0.9
O=C(Cn1nnc(-c2ccccc2F)n1)Nc1ccc(F)cc1F	-2	-18	/	0.4	0.4	-1	-1.2	/	-3	1	3.9
C=CCNc1cnn(-c2ccccc2)c(=O)c1Cl	0	8	-0.8	3.8	1.1	-1	-0.8	4.2	-5	-2	1.1
Cc1ccc(NC(=O)C(C)C(=O)Nc2ccc(C)cc2)cc1	2	-5	/	-1.2	0.9	-4	-1.0	0.3	-5	-6	-0.9
COc1cccc(C=NNc2ccc([N+](=O)[O-])cn2)c1OC	-6	-4	2.7	5.8	1.1	-3	-0.5	2.1	-11	-7	0.3
COc1ccc(C(CNC(=O)c2ccc(-c3ccccc3Cl)o2)N2CCCC2)cc1 (stereo unspecified)	-4	-12	2.2	1.1	0.8	-2	-1.2	-3.2	-16	-7	-1.0
COc1ccc(NC(=O)COC(=O)c2cccc(S(=O)(=O)N(C)C)c2)cc1	7	3	-0.5	-1.2	-0.1	-1	-1.4	-0.2	-7	2	0.3
COc1ccc(-c2nn(-c3ccccc3)cc2C(=O)NC(=S)Nc2cc(Cl)ccc2Cl)cc1	0	-6	-2.4	2.8	0.7	0	-1.6	0.7	7	-2	-1.4
CCOC(=O)c1sc(N(Cc2ccccc2)C(=O)CN2C(=O)CN(C)C2=O)nc1C	0	-9	0.6	-1.0	0.7	-1	-1.0	1.8	-13	0	-1.7
CN(Cc1ccco1)c1ncnc2ccc(-c3ccc4c(c3)OCO4)cc12	-34&-121	7&-6	-0.6	-1.4&4.2	-0.3	0&-20	-1.8&-0.9	0.9	-23&-56	-49&-182	-0.8&2.2
COc1ccc(-c2nc(CS(=O)CC(=O)NC3CCCCCC3)c(C)o2)cc1 (stereo unspecified)	0	-1	-0.7	-1.9	0.1	-1	0.2	2.8	3	-4	-0.4
O=C(O)CSc1c2c(nc3cc(C(=O)N4CCOCC4)ccc13)CCCC2	-36	4	-0.3	1.4	-0.1	-24	-1.2	-4.0	-65	-61	2.3
c1cc(C(c2nnnn2C2CCCC2)N2CCOCC2)ccn1 (stereo unspecified)	3	2	-0.1	2.4	0.4	-1	-1.6	-3.4	6	-6	0.7
Cc1cc(=O)[nH]c(SCC(=O)Nc2cccc(Cl)c2F)n1	4	-2	/	-0.9	-0.6	3	-1.7	/	3	4	-2.2
COc1ccc(NC(=O)C(Br)C(C)C)cc1 (stereo unspecified)	2	-2	1.4	3.8	-0.2	-1	-1.0	1.0	-8	2	-1.0
COc1ccc(OC)c(C(=O)N(C)C2CCCN(Cc3ccccc3F)C2)c1 (stereo unspecified)	2	17	0.5	-2.3	0.3	0	-1.2	1.1	-5	-5	-0.2
CC(O)CNCCNCc1c(OCc2ccccc2)ccc2ccccc12 (stereo unspecified)	0	16	1.4	0.6	0.0	-4	-1.4	-4.3	3	-61	-1.2
CCN(CC)S(=O)(=O)c1cccc(NC2=NCCCCC2)c1	-10	-6	-0.9	0.7	-0.1	0	-1.4	0.2	3	-4	1.9
COc1cc(N=Cc2c(O)[nH]c3ccccc23)cc(OC)c1OC	-7	4	-1.9	-5.7	-2.2	-1	-2.1	-1.6	0	-4	-4.3
CC(C)Cn1c(Br)nc2c1c(=O)n(CCC#N)c(=O)n2C	2	-1	4.3*	-0.4	-1.1	-4	-1.4	2.1	-4	3	-2.3
O=S(=O)(N/N=C/c1ccccc1F)c1ccccc1	2	-2	-0.7	-3.2	-0.4	-5	-1.1	0.9	-5	0	-1.2
COc1ccc(-c2nn(-c3ccccc3)cc2/C=C/C(=O)OCC(=O)Nc2ccccc2C#N)cc1	-4	-3	0.3	-0.1	0.4	-5	-1.4	0.5	2	-11	1.2
Cc1cc(NC(=O)c2ccc(C)c([N+](=O)[O-])c2)no1	2	-1	1.2	3.0	-0.3	1	-1.0	3.1	6	3	-1.4
CCCCN(C(=O)CSCc1c(C)noc1C)c1c(N)n(CCC)c(=O)[nH]c1=O	0	2	0.2	3.8	0.7	-6	-0.9	0.3	-16	-8	0.6
Cc1cc(NC(=O)c2cccc(C)c2[N+](=O)[O-])no1	-1	2	-0.2	1.2	-0.1	-4	-0.8	0.7	2	-7	0.2
COc1cccc(NC(=S)N2CCN(S(=O)(=O)c3ccccc3)CC2)c1	3	2	-0.1	-0.5	0.7	0	-0.3	0.7	0	-2	-0.1
CC1(C)CC2CC(C)(CN2S(=O)(=O)c2ccc(F)cc2F)C1 (stereo unspecified)	1	7	-1.3	-1.5	-3.0	-3	-1.8	0.7	0	-8	-2.0
COc1cc(N2CCCC2)c(OC)cc1/C=C(/C#N)c1ccc(Br)cc1	-2	8	1.2	-3.0	-0.4	-2	-0.8	-1.3	-3	-3	-1.2
COC(=O)[C@@]12C[C@@H](CC(=O)N3CCCCC3)C(=O)N(Cc3ccccc3)C1=CCC(C)(C)C2	2	-3	/	0.8	-0.2	-1	-0.6	/	-3	0	-1.3
O=C(Nc1cccc(C(F)(F)F)c1)Nc1ccc2[nH]c(=O)[nH]c2c1	-9	-1	1.8	0.9	0.0	-4	-0.8	2.0	-7	-18	-1.3

2 of these compounds in a different format:
Sequence of screens: PLCg1 inh	HGIII-sPLA2 inh	DAX1 inh-1	hgDAF-12 ag	DAX1 inh-2	ADAM17 inh	ssDAF-12 act	GAA850 FXN act	ADAM10 inh	PLC-beta3 inh	hcDAF-12 act
- CCn1c(Cc2cccs2)nnc1SCC(=O)Nc1ccc(OC)c(OC)c1
  6	1	-0.1	0.4	-0.9	0	-1.2	-0.8	0	0	0.9
- O=C(Cn1nnc(-c2ccccc2F)n1)Nc1ccc(F)cc1F
  -2	-18	/	0.4	0.4	-1	-1.2	/	-3	1	3.9

Of the compounds above, these contain a nitro group on carbon.
SMILES	PLCg1 inh	HGIII-sPLA2 inh	DAX1 inh-1	hgDAF-12 ag	DAX1 inh-2	ADAM17 inh	ssDAF-12 act	GAA850 FXN act	ADAM10 inh	PLC-beta3 inh	hcDAF-12 act
COc1cccc(C=NNc2ccc([N+](=O)[O-])cn2)c1OC	-6	-4	2.7	5.8	1.1	-3	-0.5	2.1	-11	-7	0.3
Cc1cc(NC(=O)c2ccc(C)c([N+](=O)[O-])c2)no1	2	-1	1.2	3.0	-0.3	1	-1.0	3.1	6	3	-1.4
Cc1cc(NC(=O)c2cccc(C)c2[N+](=O)[O-])no1	-1	2	-0.2	1.2	-0.1	-4	-0.8	0.7	2	-7	0.2
